# SRC1 inh = inhibitors of human steroid receptor coactivator 1 (SRC1) | Q15788 | HEK293 GAL4-SRC1 luciferase reporter, luminescence | inhibition, % at 3.6 µM | hit rate 0.12% among 360,000;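 active means inhibition above the campaign mean plus 3 SD, with each screening campaign given its own cutoff, cut at about 60% in these data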;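 further: 0% = DMSO treated cells and 100% = gossypol at 36 µM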
# MC4R antagonist = antagonists of human melanocortin 4 receptor (MC4R) | P32245 | MC4R-expressing cells, MTII-stimulated cAMP, LANCE TR-FRET | inhibition, % at 6.5 µM | hit rate 0.48% among 360,000;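 active means inhibition above its plate's cutoff, the mean of tested wells on that plate plus 3 SD, cut at about 29% in these data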;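 further: 0% = Melanotan II alone and 100% = Melanotan II plus saturating MCL0020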
# Target sequence (P32245 whole entry, looked up): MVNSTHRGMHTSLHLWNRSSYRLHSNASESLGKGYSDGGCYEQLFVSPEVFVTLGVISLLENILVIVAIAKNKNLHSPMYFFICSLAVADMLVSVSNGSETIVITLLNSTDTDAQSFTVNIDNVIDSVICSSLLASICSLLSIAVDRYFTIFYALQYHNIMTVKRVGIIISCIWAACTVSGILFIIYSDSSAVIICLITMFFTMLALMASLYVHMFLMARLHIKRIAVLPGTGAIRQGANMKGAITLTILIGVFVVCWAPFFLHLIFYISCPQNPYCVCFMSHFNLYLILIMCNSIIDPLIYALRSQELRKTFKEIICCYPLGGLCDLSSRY
#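 Assay system: human MC4R-expressing U2OS cells; reagent: Melanotan II stimulation of cells; dosing: 6.5 µM single dose; timing: compound 30 min, challenge 1 h, detection 1 h; signal: TR-FRET cAMP assay; replicates: one well per compound, no replicates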
# ABHD5-PLIN5 inh = inhibitors of human ABHD5-perilipin-5 interaction; hit rate 0.78% among 360,000; Split G. princeps luciferase complementation, luminescence, 4 h; inhibition, % at 4 µM;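 active means inhibition above the mean inhibition across every tested compound plus 3 SD, cut at about 22% in these data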;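 further: 0% = DMSO only wells and the 100% control is not disclosed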
# SRC2 inh = inhibits human steroid receptor coactivator 2; AID 651957; HEK293 GAL4-SRC2 luciferase reporter, luminescence; Q15596; hit rate 0.17% among 370,000; inhibition, % at 9 µM;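 active means inhibition above the mean inhibition of all tested compounds plus 3 SD, set per campaign, cut at about 52% in these data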;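 further: 0% = DMSO treated cells and 100% = cells given Gossypol at 36 µM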
# TLR9-MyD88 inh = inhibitors of human TLR9-MyD88 binding. inhibition, % at 4.98 µM. Q9NR96+Q99836. CHO BLA complementation TLR9-MyD88, CCF4 FRET ratio. hit rate 0.21% among 340,000;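 active means inhibition above the mean over all tested compounds plus 3 SD, cut at about 21% in these data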;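 further: 0% = DMSO only wells and 100% = clavulanate BLA inhibitor control wells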
# EBV LMP1 NFkB = Epstein-Barr LMP1 NF-kappaB reporter inhibition; inhibition, % at 12.5 µM; AID 504558; hit rate 0.69% among 350,000; LMP1-induced NF-kappaB luciferase reporter cells, luminescence; in the data active means inhibition above about 41%; inconclusive means no clear call, values can overlap the other calls;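 further: 0% = neutral control wells and 100% = reference inhibitor control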
# SRC3 inh = inhibitors of human steroid receptor coactivator 3 (SRC3); Q9Y6Q9; HEK293 GAL4-SRC3 luciferase reporter, luminescence; inhibition, % at 3.6 µM; hit rate 0.17% among 360,000; AID 588352;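 active means inhibition above a per-campaign cutoff, the mean of all compounds plus 3 SD, cut at about 60% in these data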;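 further: 0% = DMSO-treated cells and 100% = gossypol-treated cells at 36 µM; higher means less SRC3-driven luciferase light from the GAL4 reporter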
# LRH-1 inv ag = NR5A2 inverse agonism in reporter assay | inhibition, % at 3.6 µM | O00482 | hit rate 0.13% among 360,000 | HEK293T StAR-luciferase reporter, LRH-1 transfected, 24 h;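 active means inhibition above the mean inhibition of all tested compounds plus 3 SD, cut at about 73% in these data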;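 further: 0% = DMSO wells and 100% = reporter-only cells lacking LRH-1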
# NOD2 RIPK2 PPI = NOD2-RIPK2 protein interaction inhibition. O43353. CHO BLA complementation NOD2-RIPK2, CCF4 ratio. inhibition, % at 4.98 µM. hit rate 0.38% among 360,000; in the data active means inhibition above about 21%;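 further: 0% = vehicle only and 100% = reference blocker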
# MC4R barr agon = human MC4R agonism via beta-arrestin | P32245 | U2OS MC4R beta-arrestin complementation, luminescence; percent of melanotan II response, DMSO zero | activation, % at 8.9 µM | hit rate 0.98% among 360,000;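 active means activation above a per-plate cutoff, the mean activation of sample wells on that plate plus 3 SD, cut at about 8% in these data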
# NR2F2 inh = blocks human COUP-TFII nuclear receptor; HEK293T NGFI-A luciferase reporter, luminescence; inhibition, % at 8.6 µM; hit rate 0.7% among 370,000;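 active means inhibition above a per-plate cutoff, mean inhibition of test wells between control levels plus 3 SD, cut at about 38% in these data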;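 further: cells cotransfected with COUP-TFII expression vector driving the NGFI-A reporter; 0% = median of COUP-TF2 test wells and 100% = reporter-only cells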
# Target sequence (P24468 whole entry, looked up): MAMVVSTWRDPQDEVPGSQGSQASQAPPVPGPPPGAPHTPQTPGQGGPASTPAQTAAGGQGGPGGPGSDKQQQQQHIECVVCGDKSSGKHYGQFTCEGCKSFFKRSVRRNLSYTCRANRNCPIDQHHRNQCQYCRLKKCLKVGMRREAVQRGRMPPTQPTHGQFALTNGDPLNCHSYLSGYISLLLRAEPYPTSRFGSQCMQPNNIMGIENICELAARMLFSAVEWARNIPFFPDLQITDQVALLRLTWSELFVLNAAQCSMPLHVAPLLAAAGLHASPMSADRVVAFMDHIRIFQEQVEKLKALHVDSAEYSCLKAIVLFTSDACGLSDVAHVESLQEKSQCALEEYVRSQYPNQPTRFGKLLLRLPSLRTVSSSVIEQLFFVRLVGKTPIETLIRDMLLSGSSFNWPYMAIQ
# * marks the source's active call; other numbers are inactive results; ? = inconclusive; . = not tested or not shown.
SMILES,SRC1 inh,MC4R antagonist,ABHD5-PLIN5 inh,SRC2 inh,TLR9-MyD88 inh,EBV LMP1 NFkB,SRC3 inh,LRH-1 inv ag,NOD2 RIPK2 PPI,MC4R barr agon,NR2F2 inh
O=C(Nc1ccc2c(c1)OCCO2)C1c2ccccc2OCC(=O)N1Cc1cccnc1 (stereo not given),.,.,3,-18,.,.,.,-5,-12,.,-13
O=S(=O)(NCCc1ccccn1)c1ccc(-c2ccccn2)s1,7,-2,-1,6,0,-2,7,16,-8,-1.4,-1
O=C1NC2=C(C(=O)CCC2)C(c2ccccc2[N+](=O)[O-])N1 (stereo not given),-16,16,1,3,4,-8,10,-3,-17,-0.6,-9
Cc1nn(Cc2ccc([N+](=O)[O-])cc2)c(=O)n1-c1c(F)cccc1F,0,-1,2,-9,10,1,3,1,3,0.1,2
Cc1ccc[n+](C(C)C(=O)c2ccc(-c3ccccc3)cc2)c1 (stereo not given),4,17,14,7,9,25,30,33,-24,2.1,34
CC(C)(C)OC(=O)N1CCC[C@H]1c1nnc(SCc2ccccc2F)o1,-8,7,-6,-4,0,-2,15,0,2,-1.8,14
O=C(O)CSc1ncnc2scc(-c3ccccc3)c12,13,28,-4,3,-8,0,1,2,-7,-2.3,-18
CCN(CC)C(=O)C1CCCN(c2ccc([N+](=O)[O-])cc2/C=N/NC(=O)c2cccc(Br)c2)C1 (stereo not given),-9,8,-5,-18,9,15,-10,12,-5,-1.8,-16
CCc1ccc(CSc2nccn2-c2ccccc2)cc1,-16,8,-5,7,-4,-7,-2,-8,-2,-0.1,-3
C=CCNC(=O)Nc1ccc(Br)cc1Cl,-9,6,-1,-14,2,-8,-12,-10,-6,-2.2,7
CC(C)C[C@@H](CO)NS(=O)(=O)c1c(F)cccc1F,8,-6,8,-15,1,-1,-8,-10,-10,-0.6,14
CCCNC(=S)Nc1ccc(Cl)cc1C,-223,4,1,1,5,-5,10,-1,-2,-2.2,12
Cc1ccsc1C1NC(=O)c2c(sc3c2CCN(C)C3)N1 (stereo not given),-20,-2,1,-6,-2,-3,-25,-18,8,-1.0,-26
CC(C)C[C@H](NC(=O)c1[nH]cnc1C(=O)N[C@@H](C)C(=O)OC(C)(C)C)C(=O)OC(C)(C)C,-49,-1,-6,-31,-4,4,-80,26,-4,0.5,-73
O=S(=O)(NC1=NCCCCC1)c1ccc(F)cc1,6,0,1,-11,5,-7,6,10,-2,-0.1,-2
Cc1cc(C(=O)OCC(=O)NC(C)c2ccc(F)cc2)c(C)o1 (stereo not given),2,11,-5,3,3,-2,-5,1,-2,2.0,-22
Oc1c(Cl)cc(Cl)cc1/C=N/Nc1ncc(Br)cn1,5,-2,-5,8,2,?,6,2,-2,-3.2,-22
CSc1ccccc1NC(=O)Cc1ccc(Br)cc1,-17,-3,0,-13,-1,0,25,3,2,-1.2,3
CC1(CCc2ccc3c(c2)OCO3)NC(=O)c2ccccc2N1 (stereo not given),-22,6,-3,2,8,-2,12,-6,-1,-1.3,-1
COc1ccc(NC(=O)[C@@H]2CCCN2S(=O)(=O)c2ccc(Cl)cc2)cc1,1,2,-2,8,-14,-1,9,-6,-9,-1.2,16
COc1ccc(CCNC(=O)CSc2nc(C)nc3c2c(=O)n(C)c(=O)n3C)cc1OC,1,6,-1,3,5,1,3,17,-10,1.4,-8
O=c1c2c(n3cnnc3n1-c1ccccc1)-c1ccccc1CC21CCCCC1,-7,-3,3,-10,-13,0,-10,8,-5,-0.5,-7
CCc1cc2c(=O)c(-c3nc4ccccc4n3C)coc2c(CN2CCC(C)CC2)c1O,11,4,-1,3,-4,0,9,8,-2,1.8,13
C=CC(c1ccccc1)C(C(=O)c1ccccc1)N(C)C (stereo not given),-14,3,-2,7,-1,-4,7,40,1,-2.6,-1
CCCOc1ccc(N2C(=O)CC(SC(=N)N3N=C(c4ccccc4)CC3c3ccccc3)C2=O)cc1 (stereo not given),-4,8,1,-20,2,-15,10,-11,-10,-0.6,15

# Later entries
SMILES,SRC1 inh,MC4R antagonist,ABHD5-PLIN5 inh,SRC2 inh,TLR9-MyD88 inh,EBV LMP1 NFkB,SRC3 inh,LRH-1 inv ag,NOD2 RIPK2 PPI,MC4R barr agon,NR2F2 inh
COc1ccc(C(=O)N2CCCN(C)CC2)cc1S(=O)(=O)N1CCCc2ccccc21,1,6,3,-6,-15,-6,-14,-4,-2,-2.5,2
C(=N\Nc1nnnn1-c1ccccc1)/c1ccncc1,8,11,-1,-6,-10,-2,1,-15,-5,1.1,-3
O=C(CSc1nnc(-c2ccccn2)n1Cc1ccco1)Nc1ccc2c(c1)OCO2,-4,3,-2,-5,2,-8,7,8,-13,-0.7,-3
COc1ccc(C/C(N)=N/OC(=O)c2cccc([N+](=O)[O-])c2)cc1,13,5,6,4,-9,-10,14,-7,-17,-1.8,-14
Cc1ccc(C)c(S(=O)(=O)Nc2ccc3[nH]c(=O)[nH]c3c2)c1,-3,7,0,10,-2,-7,-13,5,-5,0.7,-11
N#Cc1ccccc1Oc1ccc(S(=O)(=O)N2CCCCC2)cn1,-32,6,1,-22,-7,-16,-10,6,-5,1.1,6
O=[N+]([O-])c1ccc(NN=Cc2ccc3c(c2)OCO3)nc1,-102,-1,2,-36,5,-47,-99,-88,6,-2.3,-66
O=C(COC(=O)c1cccc(Br)c1)NCCc1ccccc1,-16,4,-1,3,2,2,-17,-10,-8,-1.2,7
CCOC(=O)/C(C#N)=c1/s/c(=C2\C=Cc3ccccc3N2CC)c(=O)n1CC,-18,3,0,10,-12,-1,-1,4,-4,-1.4,10
Cn1c(=O)c2c(ncn2CCC(=O)N/N=C/c2cccnc2)n(C)c1=O,-26,6,-4,-5,0,2,3,0,3,-1.5,16
Cc1ccc(NS(=O)(=O)c2ccc(C(=O)NCc3ccc(S(N)(=O)=O)cc3)cc2)cc1,12,3,5,-4,-3,4,4,-7,1,-0.5,26
COc1ccc(CC(=O)OCC(=O)N2CCCC(C)C2)cc1 (stereo not given),12,-5,-2,-2,-12,4,8,13,1,-0.7,-3
Cc1nc2c(-c3ccc(F)cc3)cnn2c2c1CCC2,-52,-2,3,3,-3,1,-53,-15,8,-0.3,-10
Cc1sc(=NC(=O)c2ccco2)n(C)c1-c1ccccc1,-90,-8,4,-58,-6,13,-79,-155,0,-0.4,-45
Cc1nnc(-c2cnn(C)c2N)n1Cc1cccc(Cl)c1,-11,-4,3,2,7,-4,-6,1,-3,0.8,-4
COc1ccc(N2CCN(C(=S)Nc3cccc(C)c3)CC2)cc1,-4,10,-8,-14,0,6,-9,9,-3,-0.8,-2
CC(C)NC(=O)Nc1cccc2c1O[C@H](CN(C)C(=O)NC(C)C)[C@@H](C)CN([C@H](C)CO)C2=O,-16,-4,-2,-9,-10,-11,-23,-9,-7,0.6,-1
COc1ccc(C(=O)N/C(=C\c2cccc3ccccc23)C(=O)N2CCN(C)CC2)cc1OC,0,1,-1,-11,-2,8,7,-1,-1,-1.7,17
O=C1C2CC=CCC2C(=O)N1CC(=O)N(Cc1ccccc1)C1CCS(=O)(=O)C1 (stereo not given),-20,10,6,-5,-6,2,15,-10,1,-0.4,-17
Cc1ccc(-c2csc(NC(=O)CN3CCOCC3)n2)cc1,0,8,6,17,-5,-11,5,-3,-13,-1.2,-7
Cc1[nH]nc(Nc2ccc(C(C)C)cc2)c1[N+](=O)[O-],-100,1,-14,-40,-5,-28,-63,-91,1,-0.8,-33
O=C(Nc1cccc2ccccc12)c1cnccn1,-42,6,-3,-31,5,-19,-21,-44,2,2.2,-15
CC(C)CCN1CCC[C@]2(N[C@H](c3ccc(C(F)(F)F)cc3)[C@@H]3C(=O)N(Cc4ccccc4)C(=O)[C@@H]32)C1=O,-1,0,-3,-1,-9,1,5,-12,-7,1.7,-9
CC(C)C[C@H](NC(=O)c1nc[nH]c1C(=O)NC(c1ccccc1)c1ccccc1)C(=O)OCc1ccccc1,2,9,-3,-13,0,-26,-4,-1,-12,-1.3,3
COc1cccc(CN2CCN(c3ncccn3)CC2)c1OC,2,2,9,2,-5,2,6,11,-10,1.9,20

# New compounds follow.
SMILES,SRC1 inh,MC4R antagonist,ABHD5-PLIN5 inh,SRC2 inh,TLR9-MyD88 inh,EBV LMP1 NFkB,SRC3 inh,LRH-1 inv ag,NOD2 RIPK2 PPI,MC4R barr agon,NR2F2 inh
Nn1c(SCc2cccc(Br)c2)nnc1-c1ccncc1,-3,2,1,-4,-4,-15,5,14,-4,-0.4,-1
COc1ccc(OC)c(S(=O)(=O)n2cnc3ccccc32)c1,3,6,-3,3,11,-14,-7,12,2,-1.9,4
CN(CC(=O)Nc1ccc(Cl)c(S(=O)(=O)N2CCOCC2)c1)C(=O)c1ccc(C#N)cc1,4,-1,0,15,3,4,-2,23,-5,-0.4,12
Cc1cccc(NC(=S)NC2CCSc3ccccc32)c1 (stereo not given),-5,2,-6,26,-7,2,-8,10,0,5.2,14
COc1ccccc1NC(=O)COc1coc(CN2CCN(c3ccccc3)CC2)cc1=O,0,8,6,-28,-9,4,-19,15,-11,2.5,3
O=c1[nH]c(CN2CCN(c3ccc([N+](=O)[O-])cc3)CC2)nc2ccsc12,1,4,0,-22,-10,6,-19,-13,-2,0.2,1
CCN=c1scc(-c2ccc(F)cc2)n1/N=C/c1ccccn1,-95,-3,-5,-42,-5,-20,-78,-137,4,-4.3,-11
Cc1cc2cc(C)c3nnc(SCC(=O)NCc4ccco4)n3c2cc1C,9,3,9,-18,-2,-1,-6,-9,-26,1.2,3
Cc1cccc(-n2cc(C#N)c(=O)[nH]c2=O)n1,-16,8,-1,-23,-6,11,16,12,-7,-1.3,-2
CC(C)[C@H](NS(=O)(=O)c1ccccc1)C(=O)OCC(=O)Nc1ccc2c(c1)OCO2,2,20,8,-4,13,-7,13,-11,-6,-2.5,-15
O=C(CNCC1CCCO1)Nc1ccccc1N1CCOCC1 (stereo not given),5,4,8,-2,-8,-9,4,-1,-7,-0.5,-1
COC(=O)c1ccc(OCC(O)CN2CCN(C(=O)c3ccco3)CC2)cc1 (stereo not given),1,1,1,-9,6,-7,3,3,0,-1.2,-4
COc1cccc(NC(=O)c2ccccc2)c1,-73,3,6,-56,-2,-6,-72,-121,-12,-2.2,-28
CC1=CCC2COC(c3ccc[n+](Cc4ccccc4)c3)C1C2 (stereo not given),2,3,3,12,20,-6,11,24,0,-0.1,-2
O=C(CC1C(=O)NCCN1Cc1cccc(Oc2ccccc2)c1)NCCc1cscn1 (stereo not given),9,3,0,3,-8,7,11,-7,-5,-3.0,1
c1ccc(OCc2nc3ccccc3[nH]2)cc1,-77,7,2,-38,4,-20,-73,-91,-5,-0.4,-46

# These rows are one share of the data, so the mix of outcomes need not match the whole.
